SIAE inh = blocks human sialic acid acetylesterase; Q9HAT2; SIAE FP-Rh probe binding, fluorescence polarization; inhibition, % at 9.66 µM; 370,000 compounds, 0.69% hits; AID 1053197;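 active means inhibition above a cutoff: mean of compounds within the control limits plus 3 SD of those, cut at about 17% in these data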;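 further: 0% = plate median of compound wells and 100% = probe without SIAE protein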
Target sequence (Q9HAT2 whole entry, looked up): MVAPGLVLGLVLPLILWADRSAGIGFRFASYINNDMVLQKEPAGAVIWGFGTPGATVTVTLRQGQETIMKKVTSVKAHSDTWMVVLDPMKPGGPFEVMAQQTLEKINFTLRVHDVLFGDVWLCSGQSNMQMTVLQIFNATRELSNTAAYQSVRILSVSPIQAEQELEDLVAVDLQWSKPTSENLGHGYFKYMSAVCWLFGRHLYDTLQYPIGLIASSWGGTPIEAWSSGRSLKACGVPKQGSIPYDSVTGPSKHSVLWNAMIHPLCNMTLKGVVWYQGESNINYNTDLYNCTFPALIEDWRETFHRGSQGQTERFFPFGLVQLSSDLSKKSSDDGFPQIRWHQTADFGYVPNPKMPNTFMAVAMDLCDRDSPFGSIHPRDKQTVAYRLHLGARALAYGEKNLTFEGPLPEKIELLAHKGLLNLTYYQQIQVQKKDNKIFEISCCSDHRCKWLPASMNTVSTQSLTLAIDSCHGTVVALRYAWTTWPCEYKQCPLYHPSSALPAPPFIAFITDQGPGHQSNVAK
LEDGF integ inh = blocks HIV-1 LEDGF/p75-dependent DNA integration. inhibition, % at 3.7 µM. TR-FRET IN-LEDGF/p75 DNA integration, Eu/Cy5. 370,000 compounds, 0.64% hits. AID 743269;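 active means inhibition above the screen-wide mean plus 3 SD, cut at about 13% in these data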;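 further: signal is the Cy5 over europium emission ratio at 671 and 618 nm; 0% = plate median of compound wells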
PRMT1 FP inh = PRMT1 (human) inhibition, primary screen; AID 652257; inhibition, % at 2.79 µM; recombinant PRMT1, activity-based probe fluorescence polarization; Q99873; 370,000 compounds, 1.3% hits;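 active means inhibition above about 21% made by adding two undisclosed values, limit read from the data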
Rev-erbA mod = Rev-erb alpha (human) modulation. P20393. Rev-erbα–FITC-DNA binding, fluorescence polarization, 90 min. activity, % at 10 µM. 370,000 compounds, 0.79% hits;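 active means activity above about 14%, limit read from the data; passing the limit was not always enough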;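 further: 0% = DMSO wells with 35 nM protein and 100% = DMSO wells with 750 nM protein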
TDP2 absorb = blocks human TDP2 phosphodiesterase activity | O95551 | 370,000 compounds, 0.34% hits | AID 720702 | recombinant TDP2, T5PNP hydrolysis, p-nitrophenol absorbance 415 nm | inhibition, % at 12.8 µM;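 active means inhibition above the mean of all tested compounds plus 3 SD, set per campaign, cut at about 25% in these data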;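 further: 0% = DMSO with enzyme and 100% = buffer with substrate but no TDP2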
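System – recombinant human TDP2 · Quantity – TDP2 enzyme at 120 nM final · Doses – single concentration, 12.8 µM nominal, with 1% DMSO · Incubation – 2 h at 37 °C · Measured by – epi absorbance of p-nitrophenol freed from T5PNP by hydrolysis · Read-out – % inhibition relative to enzyme-containing and enzyme-free wells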
ABHD4 inh = inhibits mouse alpha/beta hydrolase domain 4. Q8VD66. purified mABHD4, FP-Rh probe fluorescence polarization. inhibition, % at 8.92 µM. 370,000 compounds, 0.54% hits. AID 720543;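 active means inhibition exceeding the mean over every tested compound plus 3 SD, cut at about 30% in these data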;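 further: 0% = plate median of compound wells and 100% = S159A mutant with DMSO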
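Assay system: mABHD4 protein; medium: HEPES pH 7.0, NaCl, Pluronic buffer; dosing: 8.92 µM, single dose; schedule: 45 min + 60 min at 25 °C; signal: FP readout, ex 525 nm / em 598 nm; read-out: normalized percent inhibition of probe labeling; repeats: single replicate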
HTRA1 inh = inhibitors of human serine peptidase HTRA1 | 340,000 compounds, 0.5% hits | inhibition, % at 5.96 µM | recombinant HTRA1, FP-rhodamine activity-based probe, fluorescence polarization | Q92743 | AID 504803; in the data active means inhibition above about 36%;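 further: 0% = enzyme with DMSO and 100% = wells lacking enzyme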
Target sequence (Q92743 whole entry, looked up): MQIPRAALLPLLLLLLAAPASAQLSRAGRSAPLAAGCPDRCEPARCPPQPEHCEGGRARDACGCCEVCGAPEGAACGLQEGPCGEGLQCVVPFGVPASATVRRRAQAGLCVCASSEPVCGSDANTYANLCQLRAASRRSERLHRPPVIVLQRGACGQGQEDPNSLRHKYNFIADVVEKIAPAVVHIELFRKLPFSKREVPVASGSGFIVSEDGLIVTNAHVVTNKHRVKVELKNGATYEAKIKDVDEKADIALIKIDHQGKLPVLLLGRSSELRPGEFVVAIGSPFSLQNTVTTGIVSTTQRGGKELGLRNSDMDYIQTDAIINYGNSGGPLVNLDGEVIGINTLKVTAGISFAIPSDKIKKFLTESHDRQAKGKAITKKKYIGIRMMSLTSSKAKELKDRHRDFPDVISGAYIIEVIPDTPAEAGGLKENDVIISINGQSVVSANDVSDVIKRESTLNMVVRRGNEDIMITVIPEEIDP
PG9 Ab binder = PG9 antibody binding by small molecule; TR-FRET gp120-PG9 antibody binding; inhibition, % at 6.7 µM; 360,000 compounds, 0.43% hits; AID 624416; in the data active means inhibition above about 8.5%
rCAG binder = binds r(CAG) RNA repeats | r(CAG) RNA repeat, TO-PRO-1 dye displacement fluorescence | AID 651821 | 370,000 compounds, 1.3% hits | inhibition, % at 3 µM;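 active means inhibition above the plate cutoff, the mean of all test compounds on that plate plus 3 SD, cut at about 35% in these data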;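 further: 0% = DMSO alone and 100% = 100 µM mitoxantrone as full dye displacement; higher means more dye released from RNA so lower well fluorescence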
TCR CD3 inh = human TCR-CD3 binding inhibition; TAMRA-labeled TCR probe fluorescence, biochemical; inhibition, % at 9.4 µM; 360,000 compounds, 0.37% hits; AID 651800; in the data active means inhibition above about 19%;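 further: recombinant mutant TCR 2C K166C tagged with TAMRA read by polarization; 0% = receptor in buffer alone and 100% = receptor with positive control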
Active calls of the source: *; nt = not tested or not shown. An excerpt. The share of hits here may be higher or lower than overall.

SMILES | SIAE inh | LEDGF integ inh | PRMT1 FP inh | Rev-erbA mod | TDP2 absorb | ABHD4 inh | HTRA1 inh | PG9 Ab binder | rCAG binder | TCR CD3 inh
CN(C(=O)CC1C(=O)NCCN1CC1CCCCC1)C1CCOCC1 (stereo unspecified) | -1 | -1 | 2 | 1 | -4 | 0 | 7 | 1.4 | -4 | 8
CCCCN(C(=O)c1cccc(-n2cnnn2)c1)c1c(N)n(CC(C)C)c(=O)[nH]c1=O | -2 | 5 | 1 | 3 | 2 | -11 | 1 | -0.6 | -2 | 4
COc1ccc(CCNC(=O)C(=O)NCC2CCCN2S(=O)(=O)c2ccccc2)cc1OC (stereo unspecified) | 6 | -8 | 2 | 5 | -4 | 3 | 1 | -0.6 | -2 | -3
CC(=O)N1CCN(Cc2nc3cc(NC(=O)c4cccc(Br)c4)ccc3n2C)CC1 | 2 | -4 | 3 | -2 | 13 | -1 | -3 | -1.7 | -2 | 2
CC(C)CC(NC(=O)C1CCC(C)CC1)C(=O)Nc1ccc2c(c1)OCCO2 (stereo unspecified) | 1 | -1 | 0 | 2 | 12 | 5 | -1 | -1.9 | 4 | 9
Nn1c(SCC(=O)Nc2nccs2)nnc1-c1cc(-c2ccc(F)cc2)n[nH]1 | 3 | -1 | -3 | -10 | 0 | 4 | nt | nt | 6 | nt
CCc1ccc(-c2cc(C)no2)cc1S(=O)(=O)N1CCN(c2ccccn2)CC1 | -11 | -4 | 1 | 1 | -11 | -5 | -39 | -1.6 | 1 | 4
COc1ccc(-c2nc(CS(=O)CC(=O)NCc3ccc4c(c3)OCO4)c(C)o2)cc1 (stereo unspecified) | 4 | 5 | -6 | -4 | 2 | -7 | 1 | 1.0 | 4 | 1
C[C@@H]1CN([C@H](C)CO)C(=O)CCCn2nncc2CO[C@H]1CN(C)Cc1cccc(O)c1 | 4 | 2 | -2 | 0 | -12 | 6 | -1 | 0.6 | 1 | 8
CC(NCCOCCOc1ccccc1)c1ccccc1 (stereo unspecified) | 3 | 2 | -1 | 9 | 3 | 4 | 3 | 0.1 | -5 | 8
O=C1CC(SC(=Nc2ccccc2)Nc2ccccc2)C(=O)N1c1cccc(Cl)c1 (stereo unspecified) | 2 | -4 | -1 | -2 | 1 | -10 | -6 | -0.1 | 3 | 4
Cc1ccc(NC(=S)c2ccccc2)cc1 | -2 | 2 | 0 | 3 | 2 | -3 | -10 | -1.5 | 1 | 6
CC(C)(C)c1ccc(OCCC(=O)OCC(=O)NC(=O)NC2CCCC2)cc1 | -7 | 4 | -8 | 8 | -22 | -11 | 29 | -1.0 | -2 | 1
Oc1ccc(/C=N/n2c(COc3ccccc3)n[nH]c2=S)cc1O | 2 | 1 | 3 | 1 | -5 | 36* | 25 | 0.8 | 3 | 32*
Cc1cc(N=O)c(C)cc1O | -8 | -4 | 6 | 2 | -4 | 2 | nt | -6.7 | 0 | -4
CC(=O)Nc1cccc(-c2ccnc3c2CC(C)(C(=O)NCc2ccc(F)c(F)c2)O3)c1 (stereo unspecified) | -3 | 1 | -1 | 3 | 2 | 0 | nt | -1.3 | 2 | -1
Cc1cc(C)nc(SCc2ccc(C(=O)N/N=C3\CC(C)CC(C)(C)C3)cc2)n1 (stereo unspecified) | -3 | -3 | 4 | -1 | -14 | -16 | -52 | -1.1 | 5 | -8
O=C(OCC#CCSc1nnc(-c2cccc3ccccc23)o1)c1cccc(C(F)(F)F)c1 | 2 | 4 | 0 | 4 | -1 | -9 | nt | nt | nt | nt
CCOc1ccccc1CN1C(=O)NC2(CCCCCC2)C1=O | -2 | -4 | 9 | -3 | 8 | 0 | -3 | -0.3 | -4 | -6
CN(CCc1ccccn1)C1CC(=O)N(c2ccc(Cl)cc2)C1=O (stereo unspecified) | -5 | -2 | 80* | nt | -22 | 1 | 3 | 0.3 | 6 | -2
COc1ccccc1-c1nnc(SCC(=O)Nc2ccc3[nH]c(=O)[nH]c3c2)n1N | 3 | -2 | 2 | 3 | -1 | 0 | 3 | -0.8 | 2 | 12
O=[N+]([O-])c1cc(/C=N/Nc2nc(N3CCCCC3)nc(N3CCCCC3)n2)ccc1O | -4 | -1 | -3 | 0 | 6 | 9 | 0 | -0.8 | 1 | -4
OC(c1ccccc1)(c1ccccc1)c1cnc2ccccn12 | -2 | 2 | -10 | -3 | -2 | -5 | nt | nt | nt | nt
COc1ccc(COC(=O)Oc2ccc(CNC(C)=O)cc2OC)c([N+](=O)[O-])c1 | 1 | 0 | 0 | -1 | 3 | -1 | -8 | -0.9 | 2 | -1
O=C(/C=C/c1ccc(S(=O)(=O)N2CCOCC2)cc1)N(CCO)Cc1ccccc1 | 7 | 7 | -1 | 0 | -9 | 7 | -1 | -5.0 | -3 | 6
Cc1cc2c(=O)n(CC(=O)N3CCN(c4ccccc4)CC3)cnc2s1 | -2 | 2 | 1 | 0 | 5 | 4 | 1 | 0.6 | -4 | -4
Cc1ccc(CNC(=O)CCn2ccc3cc(S(=O)(=O)N4CCCC4)ccc32)cc1 | 1 | 9 | -6 | -8 | -10 | -17 | -7 | -2.6 | 2 | -6
CCn1cc(C(=O)O)c(=O)c2cc(F)c(N3CCN(C(=S)NC(=O)c4ccccc4C)CC3)cc21 | 1 | -2 | 3 | 0 | -7 | -1 | 4 | 0.8 | -2 | -11
Cc1cc(=O)n(CCCO)c(O)c1C#N | 9 | -4 | 2 | -2 | 5 | 10 | 8 | -1.4 | 4 | 1
CN(C)c1nnnn1-c1ccc(Oc2ccccc2)cc1 | 7 | -1 | -3 | 0 | -5 | 2 | -2 | -0.7 | -9 | 7
CC1(C)CC(N2CN(C3CCCCC3)CC2=O)CC(C)(C)N1 | 1 | -1 | -7 | -5 | -1 | 1 | -1 | 0.6 | 0 | 2
CN1C(=O)C(CC(=O)NCCc2ccccc2)N(NC(=O)c2ccc(Cl)cc2)C1=S (stereo unspecified) | -1 | -1 | 3 | -8 | -12 | 12 | -1 | 0.0 | 2 | -3
CN(CC(=O)NC(=O)NC(C)(C)C)CC(=O)Nc1ccccc1Cl | 8 | -6 | -2 | -7 | -5 | 3 | -1 | -1.6 | -4 | 7
COc1ccc2cc(OCC(=O)NNC(=O)Nc3ccc(OC)c(OC)c3)ccc2c1 | 0 | 1 | 0 | 1 | 9 | -2 | 3 | -2.5 | 3 | 8
O=C(Nc1cccc(NC(=O)c2nccc3ccccc23)c1)c1ccco1 | -14 | -2 | -7 | -2 | -4 | -7 | -27 | -1.9 | 5 | 1
CCN1CCCC1CNC(=O)CCNC(=O)c1cc(OC)c(OC)c(OC)c1 (stereo unspecified) | -1 | -3 | -2 | 7 | 9 | 4 | 0 | -1.2 | 19 | 1
Cc1ccc(NC(Cc2cc(C)no2)c2ccccc2)cc1 (stereo unspecified) | 0 | -1 | 0 | 2 | -4 | 8 | -8 | -0.1 | -2 | -6
CCCc1cc(=O)oc2cc(OCC(=O)NCCc3ccc(S(N)(=O)=O)cc3)ccc12 | -7 | -1 | 1 | 3 | 4 | 2 | 0 | -0.9 | 3 | 3
COc1ccc(/C=C/C(=O)N2CCCC2)cc1OC | 0 | 2 | -8 | -4 | -7 | -3 | -10 | -0.7 | -3 | 8
CCOC(=O)c1c(NC(=O)CN2CCCc3ccccc32)sc(C)c1CC | 8 | 1 | -1 | 1 | -12 | 6 | -2 | -2.6 | 7 | 4

Molecules listed so far that contain a nitro group on carbon (2):
SMILES | SIAE inh | LEDGF integ inh | PRMT1 FP inh | Rev-erbA mod | TDP2 absorb | ABHD4 inh | HTRA1 inh | PG9 Ab binder | rCAG binder | TCR CD3 inh
O=[N+]([O-])c1cc(/C=N/Nc2nc(N3CCCCC3)nc(N3CCCCC3)n2)ccc1O | -4 | -1 | -3 | 0 | 6 | 9 | 0 | -0.8 | 1 | -4
COc1ccc(COC(=O)Oc2ccc(CNC(C)=O)cc2OC)c([N+](=O)[O-])c1 | 1 | 0 | 0 | -1 | 3 | -1 | -8 | -0.9 | 2 | -1

Additional structures
SMILES | SIAE inh | LEDGF integ inh | PRMT1 FP inh | Rev-erbA mod | TDP2 absorb | ABHD4 inh | HTRA1 inh | PG9 Ab binder | rCAG binder | TCR CD3 inh
COC(=O)[C@]12CCCCC=C1N(Cc1cccc3ccccc13)C(=O)[C@H](CC(=O)NCCCCc1ccccc1)C2 | -9 | 0 | -5 | -3 | -10 | -11 | nt | 0.6 | 5 | -5
Cc1nc(C)c(C(=O)Nc2ccccc2-c2ccccc2)o1 | -3 | -3 | 1 | -1 | 1 | 2 | 2 | -0.4 | 6 | 0
COC(=O)C1=C(C)N(Cc2ccc(Br)cc2)C(=S)NC1c1ccc(OC)cc1 (stereo unspecified) | -7 | 0 | -2 | 3 | 0 | -10 | nt | 1.2 | 4 | -2
CC(C)(C)c1cc2cccnc2n1Cc1cccc(Cl)c1 | 7 | -1 | -2 | -2 | 8 | 4 | 2 | -1.5 | 3 | 6
COc1cc(C(=O)NCC(c2cccs2)N2CCOCC2)c([N+](=O)[O-])cc1OC (stereo unspecified) | 3 | 4 | -4 | -8 | -3 | 1 | 3 | 0.6 | 3 | 0
COc1c(Cl)cc(Cl)cc1CNCCNCCO | 0 | 5 | -3 | 4 | -2 | 2 | -6 | 1.3 | -1 | 8
C[C@H](CO)N1C[C@H](C)[C@@H](CN(C)C(=O)NC2CCCCC2)Oc2c(NC(=O)Nc3ccccc3)cccc2C1=O | 1 | 0 | -2 | -3 | -10 | 2 | -12 | -1.5 | 1 | 1

Four neighbouring records already listed, for reference:
SMILES | SIAE inh | LEDGF integ inh | PRMT1 FP inh | Rev-erbA mod | TDP2 absorb | ABHD4 inh | HTRA1 inh | PG9 Ab binder | rCAG binder | TCR CD3 inh
CN(C(=O)CC1C(=O)NCCN1CC1CCCCC1)C1CCOCC1 (stereo unspecified) | -1 | -1 | 2 | 1 | -4 | 0 | 7 | 1.4 | -4 | 8
CCCCN(C(=O)c1cccc(-n2cnnn2)c1)c1c(N)n(CC(C)C)c(=O)[nH]c1=O | -2 | 5 | 1 | 3 | 2 | -11 | 1 | -0.6 | -2 | 4
COc1ccc(CCNC(=O)C(=O)NCC2CCCN2S(=O)(=O)c2ccccc2)cc1OC (stereo unspecified) | 6 | -8 | 2 | 5 | -4 | 3 | 1 | -0.6 | -2 | -3
CC(=O)N1CCN(Cc2nc3cc(NC(=O)c4cccc(Br)c4)ccc3n2C)CC1 | 2 | -4 | 3 | -2 | 13 | -1 | -3 | -1.7 | -2 | 2

Screens: PubChem, several laboratories
